Mtb FBA inh: Mtb FBA enzyme inhibitors, primary screen, biochemical, fluorescence, strain H37Rv; Fructose-bisphosphate aldolase (Mycobacterium tuberculosis (strain ATCC 25618 / H37Rv)), …; purified M. tuberculosis FBA, fluorescence read-out; inhibition, % at 1 µM; 2.3% of 360,000 active; AID 588726, 2011; in the data active means inhibition above about 27%;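 further: 0% = vehicle and 100% = reference inhibitor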
Target sequence (P9WQA3 whole entry, looked up): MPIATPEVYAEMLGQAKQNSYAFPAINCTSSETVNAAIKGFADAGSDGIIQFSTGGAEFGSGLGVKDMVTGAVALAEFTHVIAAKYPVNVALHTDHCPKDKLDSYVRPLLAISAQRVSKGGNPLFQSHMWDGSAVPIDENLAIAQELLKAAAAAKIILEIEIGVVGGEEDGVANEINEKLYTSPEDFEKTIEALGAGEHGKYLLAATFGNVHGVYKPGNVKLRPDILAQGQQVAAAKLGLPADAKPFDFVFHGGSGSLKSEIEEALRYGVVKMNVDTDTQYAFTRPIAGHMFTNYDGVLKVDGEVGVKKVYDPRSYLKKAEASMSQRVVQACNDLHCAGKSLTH
Mtb BioA inh: M. tuberculosis BioA enzyme inhibitors, primary screen, biochemical, plate reader, single point, HTS; purified M. tuberculosis BioA enzyme; 7,8-diaminopelargonic acid synthase BioA (Mycobacterium tuberculosis); inhibition, % at 9.99 µM; 0.096% of 360,000 active; AID 602481, 2012; in the data active means inhibition above about 40%; inconclusive means no clear call, values can overlap the other calls
MazEF act: activators of E. coli MazEF toxin-antitoxin RNase, primary screen, biochemical, fluorescence, uHTS; FAM/BHQ RNA-DNA oligo cleavage fluorescence, 5 h; 0.32% of 350,000 active; activation, % at 20 µM; in the data active means activation above about 50%
Target sequence (P0AE70 whole entry, looked up): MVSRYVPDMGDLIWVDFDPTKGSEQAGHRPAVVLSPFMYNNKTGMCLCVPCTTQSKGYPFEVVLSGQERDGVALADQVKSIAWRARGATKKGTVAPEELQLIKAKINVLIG
BoNT-F LC inh: BoNT/F light chain protease inhibitors, primary screen, biochemical, flow cytometry, MLPCN library | Botulinum neurotoxin type F light chain protease (Clostridium botulinum) | Multiplex microsphere protease cleavage assay | inhibition, % at 10 µM | 0.22% of 360,000 active; in the data active means inhibition above about 35%, passing the limit was not always enough; inconclusive means no clear call, values can overlap the other calls; further: plate controls were buffer without enzyme for full effect and enzyme alone for no effect
Mtb UGM inh: M. tuberculosis UGM enzyme inhibitors, primary screen, biochemical, fluorescence polarization, single point. purified UGM, fluorescence polarization probe displacement. 0.06% of 320,000 active. UDP-galactopyranose mutase (Mycobacterium tuberculosis (strain ATCC 25618 / H37Rv)), …. inhibition, % at 10 µM; in the data active means inhibition above about 10%, passing the limit was not always enough; inconclusive means no clear call, values can overlap the other calls
Target sequence (P9WIQ1 whole entry, looked up): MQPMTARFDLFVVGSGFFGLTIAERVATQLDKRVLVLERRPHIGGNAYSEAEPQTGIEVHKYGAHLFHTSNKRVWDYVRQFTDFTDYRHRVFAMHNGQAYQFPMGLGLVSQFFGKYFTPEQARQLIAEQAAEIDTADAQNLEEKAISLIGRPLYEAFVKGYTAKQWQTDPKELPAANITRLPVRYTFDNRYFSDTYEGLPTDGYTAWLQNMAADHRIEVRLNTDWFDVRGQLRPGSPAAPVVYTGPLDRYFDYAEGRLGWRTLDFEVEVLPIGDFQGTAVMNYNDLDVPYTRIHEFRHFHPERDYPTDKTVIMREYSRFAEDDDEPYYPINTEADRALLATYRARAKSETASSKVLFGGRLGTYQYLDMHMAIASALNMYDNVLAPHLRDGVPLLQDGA
Rv3671c protease: Rv3671c serine protease inhibitors, primary screen, biochemical, fluorescence polarization, M. tuberculosis H37Rv | 0.048% of 320,000 active | P9WHR9 | AID 2606, 2010 | inhibition, % at 5.96 µM; in the data active means inhibition above about 38%;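 further: extracellular domain of Rv3671c used as enzyme; 0% = enzyme with DMSO and 100% = no enzyme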
GDH-TPI counter: GDH-TPI coupling enzyme inhibitors, primary screen, artefact control for M. tuberculosis FBA inhibitor project, biochemical, absorbance, full deck | GDH-TPI coupled enzyme counterscreen, NADH absorbance | inhibition, % at 4.8 µM | 1.2% of 360,000 active | AID 588335, 2011; in the data active means inhibition above about 30%;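 further: 0% = DMSO wells and 100% = wells lacking the enzyme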
PrPC surface inh: inhibitors of human cell surface prion protein PrPC, primary screen, cell-based, TR-FRET. Major prion protein (Homo sapiens), P04156. TR-FRET read-out. inhibition, % at 13.8 µM. 0.43% of 370,000 active; in the data active means inhibition above about 24%; further: 0% = median of the test wells and 100% = reference compound wells
FadD28 binding: inhibitors of FadD28 bisubstrate probe binding, primary screen, biochemical, fluorescence polarization, single point | AID 588549, 2011 | inhibition, % at 12.5 µM | 0.22% of 360,000 active | Mycobacterium tuberculosis FadD28 fatty-acid-AMP ligase; in the data active means inhibition above about 8.5%, passing the limit was not always enough; inconclusive means no clear call, values can overlap the other calls
Starred values were filed as active, the others as inactive; ? = inconclusive; . = no result given; & = joins results of further samples.

SMILES	Mtb FBA inh	Mtb BioA inh	MazEF act	BoNT-F LC inh	Mtb UGM inh	Rv3671c protease	GDH-TPI counter	PrPC surface inh	FadD28 binding
CSc1ccc(CN2CCC2(C)C(=O)NCc2cccs2)cc1 (stereo not given)	-2	-0.4	.	-3	.	.	1	8	-1.9
CN(C)c1ccc(N2C(=O)CC(c3ccccc3)CC2=O)cc1	0	-1.1	3	-1	0.3	-4	12	6	-2.8
O=C(NCCN1CCOCC1)c1ccccc1Cl	-3	-1.2	0	-3	1.7	.	9	7	-2.0
COc1cccc(CNCCSc2nnnn2C)c1OC	2	-0.6	1	-6	0.6	3	1	-1	2.0
O=S(=O)(NCc1ccccc1Br)c1cccs1	-1	.	1	6	-1.8	-7	9	-2	0.2
CCC(C)[C@H](NC(=O)NCc1cccc(OC)c1)C(=O)OC (stereo not given in full)	0	-1.2	11	2	-1.1	4	-3	-3	-4.4
COCCn1c(SCC(=O)Nc2ccc(F)cc2F)nc2c([nH]c3ccccc32)c1=O	1	-4.0	-5	-10	-2.0	-2	10	3	-22
O=C(CC1CCCCC1)NCc1ccccc1Cl	-3	-0.2	11	?	2.0	-1	13	4	-2.1
Cc1oc(-c2ccc(Cl)cc2)nc1CS(=O)CC(=O)NCCN1CCCC1 (stereo not given)	2	-0.2	4	-6	-0.1	-6	2	-4	-3.2
COCCNC(=O)Cn1cc(S(=O)(=O)N2CCN(c3ccccc3F)CC2)c2ccccc2c1=O	-3	.	-13	-1	-0.2	-3	1	1	-2.8
CCO[C@@H]1OC(C(=O)NCc2nc3ccccc3[nH]2)=C[C@H](C2CC2)[C@H]1CCCO	0	1.1&0.3	3	-9	1.7	1	7	9	-0.9
COc1ccc(NC(=O)CN2CCN(S(=O)(=O)c3ccc(Br)cc3)CC2)c(OC)c1	-1	-0.7	0	-1	-2.2	2	-3	-6	-2.7
CCCOc1cccc(C(=O)Nc2nnn(CCC)n2)c1	2	-3.8	-5	12	0.5	1	3	4	-1.8
O=C(CN1C(=O)C2CC=CCC2C1=O)Nc1ccc(F)cc1F (stereo not given)	4	0.5	5	-5	-0.4	-3	1	-1	-2.0
Cc1nnc(SCC(=O)NCC(=O)Nc2ccc(F)c(F)c2F)n1N	-2	-1.5	10	-18	-1.6	5	1	2	-3.1
Oc1ccc(N=Nc2ccccc2)cc1	-8	4.4	2	-11	0.3	-10	13	-10	-2.2
CC1(C)CC(CCNC(=O)CCl)(c2ccccc2)CCO1 (stereo not given)	-2	4.6	7	6	-2.1	8	8	-7	-2.8
CC/C(=N\NC(N)=O)c1c(O)[nH]c(=O)[nH]c1=O	1	.	-7	?	2.2	0	-6	0	-3.5
CN(CC(=O)Nc1c(Cl)cccc1Cl)C(=O)c1cccc(-n2cccc2)c1	-1	.	2	0	-0.4	0	11	0	-3.3
CCCCOc1c(Cl)cc(C(=O)N(C)CC(=O)Nc2ccc(N3CCOCC3)cc2)cc1OCC	-1	-1.9	3	7	-0.2	6	0	-4	-3.8
C/C(NCCN1CCOCC1)=C(\C#N)C(N)=O	2	-1.9	6	-1	-1.3	-6	-3	-3	-0.5
CC1(C)CSC(Nc2ccc(F)c(Cl)c2)=N1	0	-1.7	-8	-16	1.3	9	-1	7	-5.3
c1cc2ccc3ccc(CN4CCOCC4)c4ccc(c1)c2c34	8	-2.9	-9	7	-0.5	-6	16	-4	-0.3
COc1ccc(NC(=O)c2ccc(=O)[nH]c2)cc1S(=O)(=O)N1CCOCC1	-2	-0.5	5	6	.	.	-7	7	-0.4
CCOC(=O)C1(CCCc2ccccc2)CCN(C(=O)CCn2cncn2)CC1	-1	.	3	-4	1.8	-8	-2	4	-1.6
COc1ccc(C(CC(=O)Nc2ccccn2)N2Cc3ccccc3C2=O)cc1 (stereo not given)	0	1.9	-4	4	1.6	-7	-3	7	-0.8
FC(F)(F)Oc1ccccc1-c1nnc(-c2cccc(C(F)(F)F)c2)o1	-1	0.8	11	?	0.8	7	-11	13	-3.8
Fc1ccc2[nH]c3c(Cl)ncnc3c2c1	40*	.	4	0	-0.9	-1	0	4	-2.0
CCC1CCCCN1CCCNC(=O)C1CCCN(c2ncnc3c2nc2n3CCCCC2)C1 (stereo not given)	-1	.	10	0	1.7	-1	5	-3	1.9
c1cc2cc(-c3c(-c4ccc5c(c4)OCO5)noc3-c3ccsc3)ccc2[nH]1	-2	-0.1	-5	5	-1.1	-40	18	9	-2.9
COC(=O)c1ccc(/C=N/NC(=S)NC(C)C)cc1	-3	-1.6	5	-5	2.0	9	48*	6	-1.5
Cc1ccc(C(=O)NNC(=O)OC(C)(C)C)c(Cl)c1	0	-0.3	6	5	0.2	-2	0	4	-2.7
COc1cc(CC(=O)NCCc2ccc(S(N)(=O)=O)cc2)cc(OC)c1OC	-11	-7.0	3	-1	-1.0	0	-15	4	-2.8
COc1ccccc1C(=O)Nc1ccc(NC(=O)C2CCCCC2)nc1	0	-5.5	4	-2	-0.6	3	10	9	.
CC(=O)Nc1ccc(SCC(=O)Nc2cc(C)on2)cc1	-2	.	-2	-2	-0.9	2	-6	-3	-3.6
Cc1cnc([N+](=O)[O-])n1CCOC(=O)c1cccc(F)c1	1	-0.1	-5	-4	3.4	0	11	-9	-1.1
COc1ccc(Cl)cc1N1C(=O)C2CCCN2C1c1sccc1C (stereo not given)	2	-2.5	-2	-15	1.8	6	7	-2	0.7
Cc1cc(=O)n2nc(N3CCC(C(=O)NCc4cccnc4)CC3)sc2n1	3	-0.9	2	-11	0.2	2	2	2	-0.8
N#CCCn1nc(-c2ccccc2)cc1Nc1ccccc1NC(=O)c1cccs1	6	-3.1	-8	?	-0.8	-6	4	1	2.5
COc1ccc(C(=O)CC(Nc2ccc([N+](=O)[O-])cc2)c2ccc(OC)cc2)cc1 (stereo not given)	0	0.2	6	-4	-1.4	-39	20	2	-0.4
COc1ccc(S(=O)(=O)NCc2ccccc2)cc1	1	-0.5	9	-9	-1.5	-8	-9	-4	-3.9
COc1ccccc1N(CC(=O)NCCSCc1cccc(C)c1)S(=O)(=O)c1ccccc1	1	0.0	3	5	1.7	-10	0	2	.
O=C(NC(Cc1ccccc1)C(=O)O)/C(=C/c1ccco1)NC(=O)c1cccc(Br)c1 (stereo not given)	-3	1.6	4	1	-0.9	-4	16	-5	-1.5
Cc1cc(C)nc(SCC(=O)NN=Cc2ccc(C)o2)n1	-1	-2.7	8	-4	-0.6	7	17	-9	0.0
COc1cc(/C=C/C(=O)N2CCN(c3ccccn3)CC2)cc(OC)c1OC	1	3.5	6	3	2.7	1	-6	-8	2.0
COc1ccccc1NS(=O)(=O)c1cccc(C(=O)N/N=C(\C)c2cccnc2)c1	5	0.7	11	.	-1.7	-11	1	7	-2.1
CCOC(=O)c1c(CNc2ccncc2)n(C)c2cc(Br)c(O)cc12	2	.	5	-9	-3.1	5	6	1	-1.5
O=C(NCCc1ccc(F)cc1)c1n[nH]c2ccccc12	0	.	-2	4	2.1	1	1	6	-2.8
O=C(Cn1cc(COc2ccc(Br)cc2[N+](=O)[O-])nn1)c1ccc(O)cc1	1	1.1	-1	-4	.	.	18	-6	-0.3
O=C(CSc1nnnn1-c1ccc(Cl)cc1)N1CCc2ccccc2C1	2	2.3	-8	3	0.3	0	1	-3	-1.2

Structures shown so far with two or more sulfur atoms:
SMILES	Mtb FBA inh	Mtb BioA inh	MazEF act	BoNT-F LC inh	Mtb UGM inh	Rv3671c protease	GDH-TPI counter	PrPC surface inh	FadD28 binding
CSc1ccc(CN2CCC2(C)C(=O)NCc2cccs2)cc1 (stereo not given)	-2	-0.4	.	-3	.	.	1	8	-1.9
O=S(=O)(NCc1ccccc1Br)c1cccs1	-1	.	1	6	-1.8	-7	9	-2	0.2
COc1ccccc1N(CC(=O)NCCSCc1cccc(C)c1)S(=O)(=O)c1ccccc1	1	0.0	3	5	1.7	-10	0	2	.

The list goes on:
SMILES	Mtb FBA inh	Mtb BioA inh	MazEF act	BoNT-F LC inh	Mtb UGM inh	Rv3671c protease	GDH-TPI counter	PrPC surface inh	FadD28 binding
c1ccc(CC2CCCNC2)cc1 (stereo not given)	0	.	5	2	0.5	12	5	1	-0.1
Cc1cc(NC(=O)COC(=O)C2CCN(S(=O)(=O)c3cccc(Cl)c3Cl)CC2)no1	2	.	9	-7	3.3	-7	-2	4	0.5
COc1cc(C=O)ccc1OCCOCCOc1ccc(Cl)cc1Cl	2	0.3	-2	1	0.3	-5	0	-1	-1.6
COC(=O)c1c(N)sc(C(C)=O)c1C	1	20	8	0	-1.3	7	44*	4	-1.3
O=C(C[n+]1cccc(Br)c1)c1ccccc1	0	1.0	3	-22	-4.6	-11	9	-10	1.7
CCCCC(=O)NNC(=O)CC(=O)Nc1ccccc1C(=O)O	3	.	-4	-6	2.2	-2	14	-8	-2.0
CC(C)C(=O)NCC(c1cccs1)S(=O)(=O)c1ccc(F)cc1 (stereo not given)	1	-1.0	-4	1	0.2	-1	1	4	-1.8
CC(=O)N1CCN(C(=S)NC(=O)c2ccc(F)cc2)CC1	4	-0.4	7	-19	-1.8	3	8	0	0.4
Cc1nc2ccccc2c(=O)n1-c1c(Cl)cccc1Cl	-1	4.1	4	2	.	.	6	0	-7.5
Cc1ccc(S(=O)(=O)/N=C(\CSC(N)=O)Nc2ccccc2)cc1	0	-4.5	4	2	-1.3	-7	6	0	-1.4

Results in FadD28 binding and BoNT-F LC inh, for five of the compounds above:
structure,FadD28 binding,BoNT-F LC inh
COc1cc(C=O)ccc1OCCOCCOc1ccc(Cl)cc1Cl,-1.6,1
COC(=O)c1c(N)sc(C(C)=O)c1C,-1.3,0
O=C(C[n+]1cccc(Br)c1)c1ccccc1,1.7,-22
CCCCC(=O)NNC(=O)CC(=O)Nc1ccccc1C(=O)O,-2.0,-6
CC(C)C(=O)NCC(c1cccs1)S(=O)(=O)c1ccc(F)cc1 (stereo not given),-1.8,1

(further entries)
SMILES	Mtb FBA inh	Mtb BioA inh	MazEF act	BoNT-F LC inh	Mtb UGM inh	Rv3671c protease	GDH-TPI counter	PrPC surface inh	FadD28 binding
c1ccc(-c2nc(C3CCCCC3)c3sccc3n2)cc1	-2	-0.4	3	-4	1.0	-7	2	-2	-3.1
CNCC(C)c1ccccc1 (stereo not given)	0	.	3	-3	-1.7	-1	11	4	-0.6
COC(=O)c1sc(NC(=O)c2ccncc2)nc1C	-1	-1.5	3	0	1.1	-1	19	-9	0.5
O=C(O)c1c2c(nc3ccccc13)CCCCC2	0	0.3	5	-10	4.4	2	-4	0	-2.6
C/C(CC(=O)NCc1ccc(Cl)cc1)=N\NC(=O)Cc1ccccc1	2	.	0	-5	-1.3	4	4	3	-4.5
O=C(CNC(=O)OCc1ccccc1)NCC(=O)Nc1ccc(Br)cc1C(=O)c1ccccc1	1	.	12	-5	-0.9	-12	7	0	1.0
CCOC(=O)N1CCN(C(=O)CS(=O)Cc2nc(-c3ccc(C)cc3)oc2C)CC1 (stereo not given)	1	-0.3	0	6	-3.3	-2	-4	9	-2.3
O=C(C[C@H]1C(=O)N(Cc2cccnc2)C[C@@H]1Cc1ccccc1)Nc1ccc(Br)cc1	-2	9.3	2	0	.	.	-8	6	-8.2
COc1cccc(-c2c(C(=O)N/N=C/c3cccnc3)nnn2-c2nonc2N)c1	-1	-0.1	9	.	-2.3	-6	8	-9	-2.7
CC1(C(=O)NS(C)(=O)=O)CCN1C(=O)Cc1ccc(Cl)cc1Cl (stereo not given)	3	-0.5	.	-1	.	.	1	-4	-3.1
Cc1cc(CNC(=O)c2cccc([N+](=O)[O-])c2)c2ccccc2n1	2	-0.8	3	-3	-0.9	5	6	-14	-3.2
CCCNC(=O)C(=O)Nc1ccc(N(C)C)cc1	0	-0.3	6	?	-1.6	10	16	3	0.3
CC(=Nc1ccc(C)c(C)c1)C1=C(O)CSC1=O	0	0.5	0	-7	2.9	-3	16	-1	-2.5

High-throughput results (PubChem BioAssay)

This is a random part of the collection; any-hit rate near 4.8%.
